HKDC1 inh: HKDC1 hexokinase inhibitors, primary screen, biochemical, fluorescence, uHTS; Q2TB90; recombinant HKDC1, G6PDH/diaphorase resazurin coupled fluorescence; inhibition, % at 20 µM; actives 0.16% (n = 340,000); AID 493160, 2011;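 active means inhibition above about 35% when tested at 20 µM, limit read from the data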;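 further: plate controls were DMSO wells with enzyme for no effect and DMSO wells lacking enzyme for full effect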
Target sequence (Q2TB90 whole entry, looked up): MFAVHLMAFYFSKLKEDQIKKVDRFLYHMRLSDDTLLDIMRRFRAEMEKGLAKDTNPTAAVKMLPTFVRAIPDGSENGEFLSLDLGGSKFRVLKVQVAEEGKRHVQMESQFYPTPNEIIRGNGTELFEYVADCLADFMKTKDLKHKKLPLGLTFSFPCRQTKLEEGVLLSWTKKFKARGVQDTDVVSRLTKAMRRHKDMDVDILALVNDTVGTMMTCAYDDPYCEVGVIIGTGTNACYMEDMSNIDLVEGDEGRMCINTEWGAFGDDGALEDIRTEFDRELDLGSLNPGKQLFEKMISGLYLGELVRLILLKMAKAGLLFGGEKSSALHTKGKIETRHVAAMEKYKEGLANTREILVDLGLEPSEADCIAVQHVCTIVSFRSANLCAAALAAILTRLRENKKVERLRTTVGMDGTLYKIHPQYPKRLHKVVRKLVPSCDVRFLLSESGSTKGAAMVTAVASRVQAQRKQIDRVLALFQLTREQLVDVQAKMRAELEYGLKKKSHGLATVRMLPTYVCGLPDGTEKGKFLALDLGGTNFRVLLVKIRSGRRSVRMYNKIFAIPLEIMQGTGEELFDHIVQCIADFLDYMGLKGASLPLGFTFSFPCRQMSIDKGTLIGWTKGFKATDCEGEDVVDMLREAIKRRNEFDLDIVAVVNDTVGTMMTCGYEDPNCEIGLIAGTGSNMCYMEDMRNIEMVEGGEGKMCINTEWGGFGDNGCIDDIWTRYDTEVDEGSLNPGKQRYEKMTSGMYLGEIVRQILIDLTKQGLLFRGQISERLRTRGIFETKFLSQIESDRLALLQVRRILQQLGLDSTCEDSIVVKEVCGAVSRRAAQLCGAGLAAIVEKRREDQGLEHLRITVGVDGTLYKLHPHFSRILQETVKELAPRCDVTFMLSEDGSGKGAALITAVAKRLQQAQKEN
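Material – in-house recombinant HK5 (HKDC1) enzyme · Quantity – HKDC1 at 5 µg/mL · Buffer or medium – pH 8.0 Tris buffer with 10 mM MgCl2 · Reagent – glucose with 1 mM ATP · Dosing – single 20 µM dose · Times – reaction time 90 min, room temperature, protected from light · Technique – resorufin fluorescence at 613 nm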
PfGluPho inh: PfG6PD enzyme inhibitors, primary screen, biochemical, fluorescence intensity, uHTS; glucose-6-phosphate dehydrogenase-6-phosphogluconolactonase (Plasmodium falciparum 3D7); inhibition, % at 20 µM; actives 0.78% (n = 350,000); PfGluPho enzyme, NADPH resazurin-diaphorase fluorescence;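 active means inhibition reaching at least a set limit at 20 µM in the primary screen, cut at about 59% in these data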;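 further: 0% = DMSO wells with substrate and 100% = DMSO wells lacking glucose-6-phosphate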
NLRP3 yeast inh: NALP3 inflammasome inhibitors in reconstituted yeast, primary screen, luminescence, uHTS; AID 2825, 2010; actives 0.39% (n = 330,000); Yeast reconstituted NLRP3/ASC/caspase-1, beta-gal luminescence, 24 h; inhibition, % at 10 µM;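 active means inhibition of 50% or more; inactive means inhibition below 50%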;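 further: plate controls were induced DMSO wells for no effect and uninduced yeast grown without galactose for full effect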
SENP7 block: SENP7 protease inhibitors, primary screen, biochemical, luminescence, uHTS; Sentrin-specific protease 7 (Homo sapiens), Q9BQF6; recombinant SENP7, Z-RLRGG-aminoluciferin luminescence, 40 min; inhibition, % at 5 µM; actives 1.5% (n = 330,000); AID 434973, 2010;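 active means inhibition above about 50% at the single test dose, limit read from the data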;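 further: plate controls were DMSO with enzyme for no effect and no enzyme buffer wells for full effect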
SENP8 block-1: human SENP8 protease inhibitors, primary screen, biochemical, fluorescence, Nedd8 protein substrate, uHTS. actives 0.64% (n = 360,000). recombinant SENP8. AID 602440, 2012. inhibition, % at 20 µM; in the data active means inhibition mostly above about 40%, no sharp cut-off; inactive means mostly below about 27%
Apaf1 inhib: inhibitors of human Apaf-1 apoptosome, primary screen, biochemical, DEVD-Rh110 fluorescence, uHTS | Apoptotic protease-activating factor 1 (Homo sapiens), O14727 | actives 0.71% (n = 330,000) | AID 489030, 2010 | inhibition, % at 20 µM | reconstituted apoptosome caspase-3 activity; active means inhibition of at least 40% at 20 µM;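 further: plate controls were DMSO wells for no effect and DEVD-CHO caspase inhibitor wells for full effect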
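Material: reconstituted apoptosome with Apaf-1, cytochrome c, caspase-9, procaspase-3, dATP / Buffer or medium: pH 7.5 Hepes buffer with CHAPS, BSA, DTT / Also added: cytochrome c with DEVD-Rh110 / Schedule: compound with Apaf-1, dATP, procaspase-3 30 min, then 50 min reaction, room temperature / Technique: rhodamine 110 fluorescence at Ex 480/Em 540 nm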
SENP8 block-2: SENP8 protease inhibitors, primary screen, biochemical, luminescence; actives 1.2% (n = 330,000); Sentrin-specific protease 8 (Homo sapiens), Q96LD8; inhibition, % at 10 µM; AID 2540, 2010; purified SENP8, Z-RLRGG-aminoluciferin cleavage; in the data active means inhibition above about 50%
SENP1 inh: human SENP1 catalytic domain inhibitors, primary screen, biochemical, FRET, uHTS. Sentrin-specific protease 1 (Homo sapiens), Q9P0U3. recombinant SENP1 catalytic domain, CyPet-SUMO1-YPet FRET cleavage. inhibition, % at 10 µM. actives 0.21% (n = 360,000). AID 624204, 2012;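 active means inhibition at least 30% at 10 µM, raw YFP signal under a set limit, fluorescence ratio 0.5 to 1.5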;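 further: 0% = enzyme with DMSO and 100% = no enzyme wells; some results filed as inactive read as strong as hits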
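Assay system – human recombinant His6-tagged SENP1 catalytic domain enzyme · Input – SENP1 enzyme, 20 pM final · Buffer or medium – Tris pH 8 buffer plus EDTA, NaCl, BME, BSA, NP40, catalase · Schedule – 50 min reaction at room temperature · Technique – FRET read of cyan and yellow fluorescence · Control set – no-enzyme wells low, DMSO-plus-enzyme wells high control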
SENP6 inh: SENP6 protease inhibitors, primary screen, biochemical, luminescence, uHTS | Sentrin-specific protease 6 (Homo sapiens), Q9GZR1 | Recombinant SENP6 catalytic domain, aminoluciferin luminescence | inhibition, % at 10 µM | actives 1.8% (n = 330,000);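 active means inhibition above about 50% at the single tested dose, limit read from the data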;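 further: plate controls were DMSO wells with enzyme for no effect and DMSO wells lacking enzyme for full effect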
Starred values were filed as active, the others as inactive; . = not tested or not shown.

SMILES	HKDC1 inh	PfGluPho inh	NLRP3 yeast inh	SENP7 block	SENP8 block-1	Apaf1 inhib	SENP8 block-2	SENP1 inh	SENP6 inh
CC1CCN(S(=O)(=O)c2ccc3[nH]c(=O)c(=O)[nH]c3c2)CC1	12	4	13	6	-165	-3	3	-1	7
CCOC(=O)CN1CC23C=CC(O2)C(C(=O)Nc2ccc(OCC)cc2)C3C1=O (stereo not drawn)	-5	6	7	1	11	12	-8	0	9
Cc1ccccc1CSCCNC(=O)c1ccc(N(C)S(=O)(=O)c2ccccc2)cc1	6	20	11	-1	20	6	-2	0	7
COc1cc(C(=O)Oc2ccccc2/C=N/NC(=O)c2ccc(C)cc2)cc(OC)c1OC	-1	-22	-3	8	26	11	-2	-4	-6
O=C(CCN1C(=O)c2ccccc2C1=O)NC(=S)Nc1ccccc1	-2	0	19	6	17	5	3	1	-9
O=C(CCC(=O)c1ccc(F)cc1)NCC1(N2CCCCC2)CCCCC1	-3	-2	4	14	26	13	-1	-11	4
CC(c1ccccc1)n1c(N2CCN(C)CC2)nc2c1c(=O)[nH]c(=O)n2C (stereo not drawn)	-4	7	15	-11	11	14	-15	2	5
COc1cccc(/C=N/NC(=O)CN(C)S(=O)(=O)c2ccccc2)c1OC	5	15	9	-13	-70	2	-4	0	-13
Cc1ccc(C(C)C)c(OCC(=O)N2CCN(c3ncccn3)CC2)c1	-2	5	11	2	-48	2	1	0	-5
Cc1ccc(C2=CC(=O)C[C@H](c3ccc4c(c3)OCO4)C2)cc1	7	4	48	7	14	26	0	1	-17
CC(=O)N1c2ccc(S(=O)(=O)N3CCC(C(=O)NCc4ccc(F)cc4)CC3)cc2CC1C (stereo not drawn)	-6	4	-1	7	4	-1	4	0	-4
CCCCn1c(N)c(N(CCOC)C(=O)COC(=O)C(C)Oc2ccc(Cl)cc2)c(=O)[nH]c1=O (stereo not drawn)	-3	9	8	0	10	3	-9	2	-9
COC(=O)c1cc(S(=O)(=O)N2CCN(C3CCCCC3)CC2)c[nH]1	-5	-8	8	-2	7	2	4	-1	-13
COc1cc2[nH]c(=O)n(CCCCCC(=O)N3CCN(c4ccccn4)CC3)c(=O)c2cc1OC	9	-10	11	-1	4	1	1	1	9
Nc1nc(SCc2ccccn2)c2ncn(C3OC(CO)C(O)C3O)c2n1 (stereo not drawn)	3	17	.	.	9	.	.	1	.
CCOc1ccccc1Nc1ncccc1C(=O)O	10	-11	2	0	40	0	7	1	-10
Cc1cc(C)c2nc(SCC(=O)Nc3ccccc3N3CCOCC3)c(C#N)cc2c1	7	19	3	11	-17	2	-4	-36	15
COc1ccc2oc(=O)c(C(=O)N3CCN(c4ccccc4F)CC3)cc2c1	-5	15	8	0	-98	-1	7	-6	2
O=C(Nc1nnc(-c2ccco2)o1)c1ccc(S(=O)(=O)N2CCCC2)cc1	0	-10	21	-4	8	-3	-12	3	-11
CCN(CC)C(=O)CSc1nnc([C@@H](NC(=O)OC(C)(C)C)C(C)C)o1	-10	-21	1	2	3	-8	9	3	-31
Cc1ccccc1OCC(O)Cn1nnc2ccccc21 (stereo not drawn)	-5	22	1	-7	23	0	-5	1	-16
Cc1[nH]nc2c1C(c1ccc3c(c1)OCO3)C(C#N)=C(N)O2 (stereo not drawn)	-7	-17	18	-3	9	-1	-2	-4	-31
Cc1cc(NC(=O)C(C)SCC(=O)Nc2cc(Cl)ccc2N2CCN(C)CC2)no1 (stereo not drawn)	-2	-7	32	-10	-4	26	-5	-5	-7
O=[N+]([O-])c1cc2c(cc1C=Nc1ccccc1)OCO2	17	87*	11	12	-304	48*	13	-1	57*
O=C(Nc1ccc(N2CCCCC2)cc1)c1ccc2c(c1)OCCO2	-6	23	15	-1	13	-2	-3	1	23
CCOC(=O)c1[nH]ncc1CN1CCCC(C(=O)c2cccc3ccccc23)C1 (stereo not drawn)	0	1	-3	7	8	-7	-4	1	0
CC1CN(C)C(C)C/C1=N\Oc1ccc([N+](=O)[O-])cc1 (stereo not drawn)	-11	-14	2	-2	26	8	-9	2	-20
CC(=O)Nc1ccc(C(=O)N2CCN(S(=O)(=O)c3ccc4c(c3)OCCCO4)CC2)cc1	-4	-31	12	1	-4	27	-10	-1	5
Cc1ccc(C(C)C)c(OCC(=O)OCC(=O)c2c(N)n(C)c(=O)n(C)c2=O)c1	0	-8	20	3	7	15	-2	0	-6
O=C(NC1CCCC1)C(c1ccc(N2CCOCC2)cc1)N(Cc1ccccc1)C(=O)c1ccco1 (stereo not drawn)	-10	-22	-8	0	19	6	1	0	-25
O=C(NC1CCCC1)c1ccc(CNc2c(N3CCOCC3)c(=O)c2=O)cc1	-9	4	11	3	13	0	10	-6	-4
O=C(COc1ccc(F)cc1)NCC1(N2CCCCC2)CCCCC1	-6	-11	21	0	10	4	3	-1	-6
O=C(c1ccccc1F)N1CCN=C1c1ccccc1	-3	-8	6	6	4	-12	-6	0	-9
CCOC(=O)C1=C(COC(=O)CC(C)c2ccccc2)NC(=O)NC1C (stereo not drawn)	-7	4	17	0	8	0	-4	1	-9
CCc1ccc(C2=NN(C(=O)OC)C(O)(C(F)(F)F)C2)cc1 (stereo not drawn)	0	5	1	25	11	-15	14	1	20
CCn1c(SCC(=O)N2CCN(S(=O)(=O)c3ccccc3)CC2)nnc1-c1cccs1	-1	7	6	-13	1	12	-2	-1	6
CCn1c(/N=C/c2ccccc2NS(=O)(=O)c2ccc(C)cc2)nc2ccccc21	10	37	.	.	-19	.	.	-21	.
O=C(NC(=S)N(CCCCO)C1CCCCC1)c1sc2ccccc2c1Cl	-7	20	14	7	-28	2	-1	-18	-19
O=C(Nc1ncccn1)c1ccc([N+](=O)[O-])cc1Cl	.	.	9	15	12	1	-12	-1	0
COc1ccc(CCNC(=O)C2CCCN2C(=O)Nc2ccc(Cl)cc2)cc1OC (stereo not drawn)	3	-8	11	5	17	-6	1	1	2

12 entries already listed, sorted by heavy-atom count, ascending.
SMILES	HKDC1 inh	PfGluPho inh	NLRP3 yeast inh	SENP7 block	SENP8 block-1	Apaf1 inhib	SENP8 block-2	SENP1 inh	SENP6 inh
O=C(Nc1ncccn1)c1ccc([N+](=O)[O-])cc1Cl	.	.	9	15	12	1	-12	-1	0
CC1CN(C)C(C)C/C1=N\Oc1ccc([N+](=O)[O-])cc1 (stereo not drawn)	-11	-14	2	-2	26	8	-9	2	-20
Cc1ccccc1OCC(O)Cn1nnc2ccccc21 (stereo not drawn)	-5	22	1	-7	23	0	-5	1	-16
Cc1[nH]nc2c1C(c1ccc3c(c1)OCO3)C(C#N)=C(N)O2 (stereo not drawn)	-7	-17	18	-3	9	-1	-2	-4	-31
O=C(COc1ccc(F)cc1)NCC1(N2CCCCC2)CCCCC1	-6	-11	21	0	10	4	3	-1	-6
O=C(NC(=S)N(CCCCO)C1CCCCC1)c1sc2ccccc2c1Cl	-7	20	14	7	-28	2	-1	-18	-19
O=C(NC1CCCC1)c1ccc(CNc2c(N3CCOCC3)c(=O)c2=O)cc1	-9	4	11	3	13	0	10	-6	-4
CCOC(=O)c1[nH]ncc1CN1CCCC(C(=O)c2cccc3ccccc23)C1 (stereo not drawn)	0	1	-3	7	8	-7	-4	1	0
COc1ccc(CCNC(=O)C2CCCN2C(=O)Nc2ccc(Cl)cc2)cc1OC (stereo not drawn)	3	-8	11	5	17	-6	1	1	2
CCn1c(SCC(=O)N2CCN(S(=O)(=O)c3ccccc3)CC2)nnc1-c1cccs1	-1	7	6	-13	1	12	-2	-1	6
CC(=O)Nc1ccc(C(=O)N2CCN(S(=O)(=O)c3ccc4c(c3)OCCCO4)CC2)cc1	-4	-31	12	1	-4	27	-10	-1	5
O=C(NC1CCCC1)C(c1ccc(N2CCOCC2)cc1)N(Cc1ccccc1)C(=O)c1ccco1 (stereo not drawn)	-10	-22	-8	0	19	6	1	0	-25

Additional entries follow.
SMILES	HKDC1 inh	PfGluPho inh	NLRP3 yeast inh	SENP7 block	SENP8 block-1	Apaf1 inhib	SENP8 block-2	SENP1 inh	SENP6 inh
CCC(C)NCCOc1ccccc1C (stereo not drawn)	-5	-2	-8	-6	5	-11	-9	-1	-5
CC(=O)c1cccc(NC(=S)NC(=O)c2ccccc2Br)c1	-7	-19	13	1	16	4	-6	1	-4
COc1ccc2oc(C(=O)OCC(=O)NC3CC3)c(C)c2c1	-2	7	18	-9	-455	1	-5	-3	-9
Fc1ccc(Nc2nc3ccccc3s2)cc1	11	3	22	44	7	7	20	0	34
Cc1cc(NC(=O)CCC(=O)N(CC(=O)NC2CCCC2)c2ccc(C(C)C)cc2)no1	-3	10	10	1	14	20	-3	-1	-1
COc1ccc(OC)c(NC(=S)N2CCN(c3ccccn3)CC2)c1	4	13	8	8	6	-4	1	0	11
CS(=O)(=O)NCc1ccc(C(=O)O)cc1	-8	-7	4	-4	9	-7	-8	3	-13
Cc1ccccc1NC(=O)c1ccc2c(c1)N(C)CCS2	-3	47	28	8	-396	6	15	-3	33
Cc1ccc(C(=O)NC(=O)OCCn2c(C)cnc2[N+](=O)[O-])cc1	-3	-21	-19	-11	-5	-4	-5	4	-11
O=C(Cn1c(=O)[nH]c2ccccc2c1=O)Nc1ccc2c(c1)OCCO2	-6	-1	4	1	1	-1	-6	-2	-13
Cc1cn(CC(=O)NCC2CCCO2)c(=O)[nH]c1=O (stereo not drawn)	0	-11	.	.	13	.	.	0	.
CCOC(=O)c1csc(NC(=O)c2cc3ccccc3o2)n1	-3	28	11	1	-38	-21	-6	0	-12
CCOC(=O)c1ccc(Nc2nc(C)cc(=O)[nH]2)cc1	14	9	14	-2	-28	-9	-5	-14	-5

Screens (PubChem BioAssay)
